# Screening results: PubChem BioAssay, National Center for Advancing Translational Sciences (NCATS)
# TDP1 cell CPT: qHTS for Inhibitors of human tyrosyl-DNA phosphodiesterase 1 (TDP1): qHTS in cells in presence of CPT; chicken DT40 Tdp1-/-;hTDP1 cells + 20 nM CPT, ATP luminescence, 48 h; Potency, µM (titrated, usually from 46.2 µM), inactives show at the highest dose activity change, negative = growth inhibition, usual class: inhibitors; actives 12% (n = 420,000); AID 686979, 2013; also: nearly all actives have a fitted effect of over 55% in size
#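 Chicken DT40 Tdp1-/- cells stably complemented with human TDP1 were seeded at 400 cells/well in medium containing 20 nM camptothecin, exposed to pin-transferred compounds, and grown at 37 °C for at least 48 hr. Viability was read as ATP luminescence.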
# TDP1 block: qHTS Assay for Inhibitors of Tyrosyl-DNA Phosphodiesterase (TDP1); recombinant TDP1, AlphaScreen DNA substrate cleavage; Potency, µM (doses to about 130 µM), for the others: at the highest dose activity change, negative = inhibition, usual class: inhibitors; actives 0.28% (n = 350,000); also: nearly all actives have a fitted effect of over 40% in size
# Target sequence (Q9NUW8 whole entry, looked up): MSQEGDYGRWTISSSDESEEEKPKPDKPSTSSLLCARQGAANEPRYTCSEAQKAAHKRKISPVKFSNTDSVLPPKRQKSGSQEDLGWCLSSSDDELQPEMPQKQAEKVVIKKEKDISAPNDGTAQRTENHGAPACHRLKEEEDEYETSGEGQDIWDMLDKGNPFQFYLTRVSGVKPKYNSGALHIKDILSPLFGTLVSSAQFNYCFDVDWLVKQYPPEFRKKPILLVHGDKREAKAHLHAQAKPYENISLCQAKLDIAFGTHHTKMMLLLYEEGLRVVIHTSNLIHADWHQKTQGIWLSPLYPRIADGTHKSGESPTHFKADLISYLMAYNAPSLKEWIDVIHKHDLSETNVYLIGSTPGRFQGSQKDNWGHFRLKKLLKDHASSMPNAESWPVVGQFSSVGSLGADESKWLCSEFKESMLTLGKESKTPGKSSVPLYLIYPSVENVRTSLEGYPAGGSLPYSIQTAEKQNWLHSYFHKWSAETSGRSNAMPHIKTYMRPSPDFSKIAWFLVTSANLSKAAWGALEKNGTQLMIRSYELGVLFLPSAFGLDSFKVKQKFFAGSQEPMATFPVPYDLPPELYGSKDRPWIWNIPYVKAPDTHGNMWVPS
#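 Enzyme-compound mixtures sat 15 min at room temperature, followed by a 5 min reaction with 15 nM final substrate and 10 min with AlphaScreen beads. Recombinant human Tdp1 was used at 1 nM final.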
# DT40 TDP1 no CPT: qHTS for Inhibitors of human tyrosyl-DNA phosphodiesterase 1 (TDP1): qHTS in cells in absence of CPT | DT40 Tdp1-/- hTDP1 cells, no CPT, ATP luminescence, 48 h | Potency, µM (titrated, usually from 46.2 µM), without a hit: at the top dose activity change, negative = growth inhibition, actives largely listed as inhibitors | actives 15% (n = 420,000); also: nearly all actives have a fitted effect of over 55% in size
#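 Stably hTDP1-transfected Tdp1-null chicken DT40 cells were treated with library compounds minus camptothecin and grown for at least 48 hr at 37 °C, after which cellular ATP was quantified by luminescence.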
# Numbers without * were called inactive; ? = inconclusive; nt = not tested or not shown; & = joins results of further samples; [ ] = remark or other dose. Calls follow the shape of the dose curve; as a rule, active = well fitted curve in the direction sought with a large enough effect; inconclusive = small, poorly fitted or top-dose-only effect, or another doubt; inactive = no such curve, though single readings can be large; an effect the other way counts as inactive or inconclusive. % is scaled to controls: 0 for no effect and ±100 for the full control effect; potency is read from the fitted curve at half-maximal effect.
# Second line of a record: TDP1 block	DT40 TDP1 no CPT	TDP1 cell CPT
> COCCNC(=O)C1(C)CCCN(C(=O)c2ccco2)C1 (stereo not drawn)
  nt	-1%	-1%
> CCOC(=O)C[C@H]1c2ccccc2S(=O)(=O)N1Cc1cc(OC)c(OC)c(OC)c1
  nt	10µM*	15µM*
> COc1ccc(NC(=O)Cn2cnc3c(cnn3-c3ccc(C)c(C)c3)c2=O)c(OC)c1
  -1%	-3%	-1%
> Cc1oc2ccc(OCC(N)=O)cc2c1C(=O)OC(C)C
  1%	?	?
> CCSC1=C(C#N)C(CC(C)C)C2=C(CCCC2=O)N1 (stereo not drawn)
  -4%	?	-11%
> O=C(OCC(=O)c1cccc2ccccc12)c1ccc(CO)cc1
  3%	-15%	-6%
> C[C@H](NC(=O)C1CC(=O)N(c2ccc(F)cc2)C1)C(=O)N1CCCCC1 (stereo partly drawn)
  2%	?	-16%
> CCCCC(=O)Nc1nnc(SCC(=O)NC2CCCC2)s1
  1%	-15%	-4%
> COc1ccc(NC(=O)CN(C)C(=O)/C=C/c2ccc(OCc3ccccc3)cc2)cc1
  nt	?	-28%
> CCCNC(=O)CCC(NS(=O)(=O)c1ccc(C)cc1)C(=O)NCCC (stereo not drawn)
  2%	-17%	-5%
> Cc1ccc(NC(=O)NCCSc2ccc(C)cc2)cc1
  -3%	-16%	-18%
> COc1cccc(NC(c2nnc(-c3ccccc3)o2)c2ccc(F)cc2Cl)c1 (stereo not drawn)
  0%[12.3 µM]	?	?
> NC(=O)c1cn(-c2ccccc2)nc1-c1cc2ccccc2oc1=O
  -3%	?	-12%
> Cc1cccc(C)c1NC(=O)Cn1cc(C=O)c2ccccc21
  2%	8.2µM*	21µM*
> COc1cccc(COC(=O)c2ccc3c(c2)NC(=O)C(C)S3)c1OC (stereo not drawn)
  8%	-7%	11%
> O=C(NCC1COCCO1)c1cc(COc2c(F)cccc2F)on1 (stereo not drawn)
  1%	7%	-2%
> CC12CCC(C/C1=N/O)C2(C)CBr (stereo not drawn)
  nt	6%	2%
> CC(=O)Nc1cccc(NC(=O)CCCC(=O)O)c1
  2%	7%	3%
> O=C(COc1ccc(Br)cc1)Nc1ccc(-c2nnc(-c3ccco3)o2)cc1
  7%	?	?
> COCCc1nn2c(=O)cc(COC(=O)COc3ccccc3C)nc2s1
  5%	-16%	0%
> O=C(CSc1nnc(-c2cccnc2)n1CCc1ccccc1)N1CCCCC1
  10%	0%	-12%
> Cc1ccc(C(=O)NC2CCCCNC2=O)cc1 (stereo not drawn)
  nt	-6%	-3%
> Cc1ccc2c(c1)cc(C(=O)NCc1ccccc1)n2C
  1%	-10%	20%
> C[C@H](CCC(=O)NCCS(=O)(=O)O)C1CC[C@H]2C3CC[C@@H]4C[C@H](O)CC[C@]4(C)C3C[C@H](O)[C@]12C (stereo partly drawn)
  10%	35%[activator]	0%
> CC(NC(=O)C1CCN(C(=O)c2ccc(F)cc2)CC1)c1ccc(-n2ccnc2)cc1 (stereo not drawn)
  0%	3%	-3%
> CC1CCCN(c2c3c(nc4ccccc24)CCCC3)C1 (stereo not drawn)
  nt	?	?
> Cc1ccc(NC(=O)OCCN2CCN(S(=O)(=O)c3ccc(C)cc3)CCC2=O)cc1
  7%&1%	?	?
> Cc1ccccc1C(=O)Nc1nc2nc(C)c(C)c(=O)n2[nH]1
  2%	-20%	7%
> CCN1/C(=C2/SC(=S)N(NC(C)=O)C2=O)Sc2ccc(Cl)cc21
  nt	18µM*	?
> CCCCc1c(-c2ccc(OC)c(OC)c2)ncn1CCc1ccccc1OC
  nt	5.8µM*	5.8µM*

# Taken from above.
# Entry for CCN1/C(=C2/SC(=S)N(NC(C)=O)C2=O)Sc2ccc(Cl)cc21 in DT40 TDP1 no CPT: 18µM*
# Entry for CC(=O)Nc1cccc(NC(=O)CCCC(=O)O)c1 in TDP1 block: 2%
# Entry for C[C@H](NC(=O)C1CC(=O)N(c2ccc(F)cc2)C1)C(=O)N1CCCCC1 (stereo partly drawn) in TDP1 block: 2%

# The list goes on:
# Second line of a record: TDP1 block	DT40 TDP1 no CPT	TDP1 cell CPT
> C#CCOCCOCCOCCNc1nc(N2CCN(C(=O)[C@H](C(C)C)n3cc(CCO)nn3)CC2)nc(N2CCN(C(=O)[C@H](C(C)C)n3cc(CCO)nn3)CC2)n1
  -5%	7%	-4%
> C=C1C2C[C@H](O)C(C)(C)[C@@]2(O)[C@H](O)C[C@]23C[C@@](C)(O)[C@H](CC[C@H]12)[C@H]3O (stereo partly drawn)
  -3%	12%	1%
> CCOc1ccc(-c2nc3ccccc3c(=O)o2)cc1
  1%	?	2%&-5%
> CCOC(=O)c1cccc(NC(=O)N2Cc3ccccc3Oc3ncccc32)c1
  5%	-9%	-1%
> C=CCn1c(=O)c2ccccc2n2c(SCc3nc4ccccc4s3)nnc12
  -2%	16µM*	?
> CC(C)c1nc2c(c(=O)c3ccccc3n2C)c(=O)n1-c1ccc(F)cc1
  0%	12µM*	15µM*
> Cc1[nH]nc(-c2cccnc2)c1N=NN(C)C
  nt	1.5µM*	0.82µM*
> Cc1ccc(N2CC(C(=O)Nc3ccc(S(=O)(=O)N4CCOCC4)cc3)CC2=O)cc1 (stereo not drawn)
  9%	-12%	-13%
> CCCCCn1c(CN2CCN(c3cccc(Cl)c3)CC2)nc2c1c(=O)n(C)c(=O)n2C
  4%	21µM*	16µM*
> Cc1ccc2cccc(O)c2[n+]1[O-]
  3%	-8%	0%
> CCOC(=O)c1c(C)nn(-c2ncccc2NC(=O)CCC(=O)O)c1C
  9%	-16%	13%
> COc1ccc(/C=C/C(=O)c2ccc3c(c2)OCCO3)cc1[N+](=O)[O-]
  7%	15µM*	?
> Cc1cc(C(=O)COC(=O)c2ccc[nH]c2=O)c(C)n1-c1ccccc1
  5%	-26%	-22%
> CC1=C(c2ccc(Cl)cc2)S(=O)(=O)N=C1N1CCN(c2cccc(C)c2)C(C)C1 (stereo not drawn)
  6%	5.2µM*	5.2µM*
> CC1(C(=O)OCC(=O)NNC(=O)COc2ccc(Cl)cc2)CC1(Cl)Cl (stereo not drawn)
  -4%	-7%	-8%
> COC(=O)C1=C(O)/C(=C\c2ccc(CNS(=O)(=O)c3ccccc3)o2)N=C1C
  2%	?	?
> O=C1CCCN1CCCNc1ccc(S(=O)(=O)N2CCCCC2)cn1
  2%	-5%	-15%
> CCOc1ccccc1N(CC(=O)NCC1CCCO1)C(=O)CNS(=O)(=O)c1ccccc1 (stereo not drawn)
  -3%	-1%	22%
> CCOc1ccccc1N1CC(C(=O)NNC(=O)c2cc(OC)c(OC)c(OC)c2)CC1=O (stereo not drawn)
  -3%	3.7µM*	7%
> CCCCNC(=O)C1(C)CCN1C(=O)c1ccncc1 (stereo not drawn)
  nt	-9%	-7%
> C#CCN1c2ccccc2Sc2cccnc21
  nt	-14%	10%
> C=CCN1C(=O)c2ccc(C(=O)N3CCC(C(=O)OCC)CC3)cc2C1=O
  7%	-2%	1%
> CCOC(=O)CSc1nc2ccc(S(=O)(=O)N3CCOCC3)cc2[nH]1
  3%	-24%	4%
> COc1ncc2nc(-c3ccc(F)cc3)c(=O)n(CCc3ccccc3)c2n1
  nt	18%	5%
> O=C(NCCCn1ccnc1)c1ccc2nccnc2c1
  2%	2%	?
> CC(=O)c1ccc(NC(=O)CCc2c(C)nc3c(c(C)nn3-c3ccc(C)cc3)c2C)cc1
  8%	7.3µM*	?
> CC(C)(C)OC(=O)N[C@@H](Cc1ccccc1)C(=O)N[C@@H](CO)[C@H](O)[C@@H]1C[C@@H]1C(=O)NC1CCCCC1
  1%	-18%	-18%
> COC(=O)c1ccc(CNC(=O)COC(=O)/C=C/c2ccc(O)c(OC)c2)cc1
  0%	?	?
> CN(C)c1ccc(S(=O)(=O)NCC(=O)OCC(=O)NC(=O)C2CCCCC2)cc1[N+](=O)[O-]
  0%	4%	-16%
> O=C(c1[nH]c(C(F)(F)F)nc1-c1ccccc1)N1CCC2(CC1)C(=O)NCN2c1ccccc1
  nt	1%	2%
> CC1N(C(=O)N2CCOCC2)CCN1S(=O)(=O)c1ccc(Cl)cc1 (stereo not drawn)
  nt	-4%	1%
> Cc1noc(C)c1NC(=O)Nc1ccc2c(c1)C(=O)N([C@@H](C)CO)C[C@@H](C)[C@@H](CN(C)Cc1ccc3c(c1)OCO3)O2
  2%	-7%	-5%
> CC(C)(C)NC(=O)C(Cc1ccccc1)NS(=O)(=O)c1cccc2nsnc12 (stereo not drawn)
  0%	-18%	-4%
> CCOc1cc(CNC(C)(C)C)ccc1OCC(=O)Nc1cccc(C(F)(F)F)c1
  0%	?	-28%
> COc1ccc(-n2nc3c(N4CCCC(C(=O)NCc5cccc(F)c5)C4)nnc(C)c3c2C)cc1 (stereo not drawn)
  6%	13µM*	8.2µM*
> COc1ccccc1-n1cc(-c2ccc(Br)cc2)[nH]c1=S
  nt	13µM*	16µM*
> CC1(C)OC(C(O)(c2ccccc2)c2ccccc2)[C@@H](C(O)(c2ccccc2)c2ccccc2)O1 (stereo partly drawn)
  nt	?	?
> COCCCNC(=O)CCn1c(=O)c2ccccc2n(CC(=O)Nc2cc(Cl)ccc2OC)c1=O
  6%	-27%	-10%
> O=C(CSc1nncn1-c1ccccc1)NCc1cccs1
  6%	-11%	-2%
> CCn1cc(SCC(N)=O)c2ccccc21
  5%	8%	-18%
> Cc1ccc(N=Nc2cc(C)ccc2O)c(C)c1
  nt	20%	0%
> CC(C)N(C(=O)[C@H]1CC(CC(=O)NCC23CC4CC(CC(C4)C2)C3)C(=O)N2CCc3c([nH]c4ccccc34)[C@]12C)C(C)C (stereo partly drawn)
  5%	23µM*	13µM*
> O=C(NCCc1ccccc1)C1CCCN(S(=O)(=O)c2cnc[nH]2)C1 (stereo not drawn)
  2%	3%	-3%
> Cc1ccc(NC(=O)N(Cc2nc3ccccc3c(=O)[nH]2)Cc2cccs2)cc1
  5%	?	?
> COC(=O)C(Oc1ccc2c(-c3ccc(OC)cc3)cc(=O)oc2c1)c1ccccc1 (stereo not drawn)
  -1%	?	-19%
> CCCCNC(=O)CCNS(=O)(=O)c1ccc(Br)cc1
  0%	-10%	-7%
> O=C(NCCc1c[nH]c2ccccc12)c1ccc(S(=O)(=O)NCc2ccco2)cc1
  5%	-6%	-11%
> Cc1ccc(-n2c(SCC(=O)Nc3ccc4c(c3)OCO4)nnc2-c2ccccn2)cc1
  0%	-13%	-2%
> Cc1ccc(OCC(=O)NNC(=O)C2CCCO2)c(C)c1 (stereo not drawn)
  -9%	-15%	8%
> c1ccc(-c2nc3ccccc3o2)nc1
  6%	-21%	-2%
> COc1cc(/C=C/C(=O)O)cc(S(=O)(=O)N2CCc3ccccc3C2)c1OC
  1%	0%	-8%
> CC(Oc1ccc2c3c(c(=O)oc2c1)CCC3)C(=O)N[C@@H](Cc1ccccc1)C(=O)O (stereo partly drawn)
  nt	5%	6%
> Cc1ccc(-n2c(SCC(=O)Nc3cccc(S(N)(=O)=O)c3)nc3ccccc32)cc1
  8%	?	18µM*
> Cc1nccn1CC(=O)N/N=C/c1ccccc1O
  ?	21µM*	?
> COc1ccc(-c2nnc(SCC(=O)N3CCCc4ccccc43)o2)cc1OC
  4%[56.1 µM]	?	?
> C/C(=N\Nc1ccc(Cl)c(Cl)c1)c1ccc(-n2ccnc2)cc1
  8%	?	?
> CC1=C(NCCc2ccccc2)CCC1=O
  8%	21µM*	21µM*
> CCn1c(=O)c(C(=O)CN2CC(C)OC(C)C2)c(N)n(Cc2ccccc2)c1=O (stereo not drawn)
  1%	?	-11%

# Whole records from above. Order of values: TDP1 block | DT40 TDP1 no CPT | TDP1 cell CPT
# O=C(OCC(=O)c1cccc2ccccc12)c1ccc(CO)cc1 across the screens: 3% | -15% | -6%
# Cc1ccc(-n2c(SCC(=O)Nc3ccc4c(c3)OCO4)nnc2-c2ccccn2)cc1 across the screens: 0% | -13% | -2%
# O=C(NCCc1c[nH]c2ccccc12)c1ccc(S(=O)(=O)NCc2ccco2)cc1 across the screens: 5% | -6% | -11%
# O=C(CSc1nncn1-c1ccccc1)NCc1cccs1 across the screens: 6% | -11% | -2%
# CCCCc1c(-c2ccc(OC)c(OC)c2)ncn1CCc1ccccc1OC across the screens: nt | 5.8µM* | 5.8µM*

# Looked up by compound from the entries so far:
# Second line of a record: TDP1 block	DT40 TDP1 no CPT	TDP1 cell CPT
> Cc1ccc(N=Nc2cc(C)ccc2O)c(C)c1
  nt	20%	0%
> CCn1c(=O)c(C(=O)CN2CC(C)OC(C)C2)c(N)n(Cc2ccccc2)c1=O (stereo not drawn)
  1%	?	-11%
